Kir21 inh: Kir2.1 (mouse) channel inhibition; P35561; HEK293-Kir2.1, FluxOR thallium flux fluorescence; active compounds read low; B-score at 10 µM; actives 0.85% (n = 310,000); AID 1672;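 active means fluorescence ratio B-score at or below minus 3 SD of library scores, with starting-brightness B-score within 2 SD, cut at about -4.2 in these data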;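 further: channel flux triggered by added potassium and thallium sulfate stimulus; B-score of peak minus minimum fluorescence over baseline after thallium stimulus; more negative B-score means stronger Kir2.1 block with less thallium influx; some compounds called inactive have numbers as strong as hits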
Target sequence (P35561 whole entry, looked up): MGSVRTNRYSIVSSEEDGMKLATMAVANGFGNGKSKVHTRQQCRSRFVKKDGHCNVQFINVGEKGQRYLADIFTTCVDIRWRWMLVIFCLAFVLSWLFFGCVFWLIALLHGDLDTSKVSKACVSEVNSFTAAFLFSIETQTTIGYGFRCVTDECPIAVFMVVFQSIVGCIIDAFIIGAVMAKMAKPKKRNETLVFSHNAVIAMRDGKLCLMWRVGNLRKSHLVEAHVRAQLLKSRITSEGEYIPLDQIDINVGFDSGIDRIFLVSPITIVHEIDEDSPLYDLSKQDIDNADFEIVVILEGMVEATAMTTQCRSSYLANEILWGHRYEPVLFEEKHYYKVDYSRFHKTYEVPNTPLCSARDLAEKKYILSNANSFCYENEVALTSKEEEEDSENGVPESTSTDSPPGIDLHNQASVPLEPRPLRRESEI
KCNQ2 block: KCNQ2 potassium channel inhibitors, primary screen, cell-based, CHO-K1, FluxOR thallium flux, B-score (AID 2156) | O88943 | 20 min; active compounds read low | B-score at 10 µM | actives 1.1% (n = 310,000);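 active means fluorescence ratio B-score at most minus 3 library SDs, with starting brightness B-score within 2 library SDs, cut at about -5.5 in these data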
* marks the source's active call; other numbers are inactive results; i = inactive.

Results follow in this order: KCNQ2 block, Kir21 inh
> CC(C)[C@H](NC(=O)C1CCN(S(=O)(=O)c2ccccc2)CC1)C(=O)NCc1ccc(F)cc1
  i, 1.5
> COc1cc(NC(=O)c2cc(-c3cccs3)on2)cc(OC)c1OC
  i, -1.7
> O=C(NCCN1CCOCC1)c1ccc(/C=C2\Sc3ccccc3N(Cc3ccc(F)cc3)C2=O)cc1
  i, 0.94
> O=C(Nc1ccc2c(c1)OCCO2)c1ccc(Cl)c(S(=O)(=O)N2CCCCC2)c1
  i, 0.96
> N#C/C(=N\O)c1nc2ccccc2s1
  i, 0.22
> Cc1c(NC(=S)NC(=O)c2ccc(COc3ccccc3)cc2)cccc1C(=O)O
  i, 2.2
> COC(=O)[C@]1(S(=O)(=O)c2ccccc2)C[C@@H]2ON=C(c3ccc(OC)cc3)[C@@H]2C1
  i, -0.16
> O=C(CSc1n[nH]c(-c2ccccc2)n1)Nc1ccc(Br)cn1
  i, -3.5
> O=C(NCc1ccc(Cl)cc1Cl)Nc1ccccc1
  i, 0.07
> CCO/C(C)=N/n1c2nc3ccccc3nc2c2c(=O)n(CC(C)C)c(C)nc21
  -5.6*, 0.73
> COC(=O)[C@H](Cc1ccccc1)NC(=O)c1cc(COc2c(F)cccc2F)on1
  i, 0.86
> O=S1(=O)NC(=NCc2ccccc2)c2ccccc21
  i, 1.6
> O=C(Nc1ccc2c(c1)OCCO2)C1CCN(S(=O)(=O)c2ccc3c(c2)OCCO3)CC1
  i, -0.79
> O=C(N/N=C/c1ccc([N+](=O)[O-])o1)c1cn2ccc3ccccc3c2n1
  i, 0.99
> O=C(O)c1cccc(NCc2cccnc2)c1
  i, -0.34
> COc1ccc(CC(=O)NNS(=O)(=O)c2ccc([N+](=O)[O-])cc2)cc1OC
  i, 0.05
> O=C(/C(=C/O)N=Nc1cccc(C(F)(F)F)c1)c1ccccc1
  i, 1.2
> C/C(=N\NC(=O)c1c[nH]c2ccccc12)c1ccc2c(c1)OCO2
  i, -0.71
> CCOC(=O)c1c(NC(=O)C2CC2)sc(C)c1CC
  i, -0.74
> Cc1cc(C)n(CCNc2nc3nonc3nc2N2CCCCC2)n1
  i, -1.1
> Cc1ccc(-c2nn3c(C)nnc3s2)cc1NC(=O)CSc1ccc(Cl)cc1
  i, -1.9
> Cc1c(C)c(C)c(CN2CCSCC2)c(C)c1C
  i, -0.22
> COc1cc(/C=C/C(=O)c2ccc(C)c([N+](=O)[O-])c2)cc(OC)c1O
  i, 2
> Cc1[nH]n(-c2ccccc2)c(=O)c1/C=C1\C=NN=C1c1ccccc1
  i, 0.15
> Cc1cc(C(=O)NNC(=O)c2cccc(C(F)(F)F)c2)no1
  i, 0.86
> O=C(Cc1ccc(Cl)cc1)NNC(=O)c1ccco1
  i, -0.17
> Cc1ccc(OCCn2c(=O)n(C)c3ccccc32)cc1
  i, 0.05
> O=c1c(C=NCCCn2ccnc2)c(-c2ccccc2)[nH]n1-c1nc2ccccc2s1
  i, -0.77
> CCCc1c(C(=O)N/N=C(\C)CCc2ccc(OC)cc2)nnn1-c1nonc1N
  i, -0.04
> Cn1cc(C(=O)NCC2COc3ccccc3O2)c(=O)c2cc(S(=O)(=O)N3CCCCC3)ccc21 (stereo not drawn)
  i, 0.8
> CCOC(=O)N1CCC(Nc2nc3ccccc3nc2NS(=O)(=O)c2ccc(Cl)cc2)CC1
  i, 0.95
> CCN(CC)S(=O)(=O)c1ccc2c(c1)oc(=O)n2CC(=O)NC1CCCCC1
  i, 1.6
> Cc1ccc(-c2csc(NC(=O)c3cnccn3)n2)cc1C
  i, -2.2
> O=C(NCC(=O)N1CCCCC1)c1ccc(Cl)cc1Cl
  i, -1.6
> CCSCc1nnc(SCC(=O)c2ccc(OC)cc2)n1C
  i, 1.4
> Cc1cc(C)cc(NC(=O)Cn2c(=O)oc3cc(S(=O)(=O)N4CC(C)CC(C)C4)ccc32)c1 (stereo not drawn)
  i, 0.77
> Cc1ccc(S(=O)(=O)CCN2C=CC(C(F)(F)F)=NCC2)cc1
  i, -0.31
> C=COCCNC(=O)C(=O)NCC(C)C
  i, -0.46
> Cc1cc(=O)[nH]c(SCC(=O)N2CCN(C(c3ccccc3)c3ccccc3)CC2)n1
  i, 2.7
> Cc1ccc(NC(=O)CN2C(=O)COc3ccc(S(=O)(=O)N4CCOCC4)cc32)cc1F
  i, -0.25
> OCC[C@@H]1C[C@@H](O)[C@H](O)[C@@]2(Cc3ccccc3CO2)O1
  i, -0.16
> Cc1cc(C)cc(OCc2ccc(C(=O)NN)o2)c1
  i, 0.25
> COc1ccsc1C(=O)N1CCN(Cc2ccc3c(c2)OCO3)CC1
  i, 0.27
> CC(=O)c1sc(NC(=O)c2ccc(COc3ccccc3Cl)o2)nc1C
  i, -0.42
> CCCCNC(=O)CCn1nc(-c2ccc(Cl)cc2)ccc1=O
  i, 1.6
> CNC(=S)N(CCCN(C)C)Cc1cc2cc3c(cc2[nH]c1=O)OCCO3
  i, -2
> O=[n+]1c2c(n([O-])c3c1CCC3)CCCC2
  i, -0.56
> CSc1nc(-c2ccccc2)nc(NC(=O)C(C)C)c1C(C)=O
  i, 3.6
> CCCCOc1ccc(C(=O)Nc2ccc3c(c2)C(=O)NC3=O)cc1
  i, -0.78
> Cc1ccc(NC(=O)C(C)OC(=O)/C=C/c2ccccc2)cc1 (stereo not drawn)
  i, -0.1
> O=C(NC1=NCCS1)c1cccc(OC(F)F)c1
  i, 0.02
> CC(=O)c1nnn(-c2cccc(C#N)c2)c1C
  i, 0.41
> CCCCn1c(N)c(N(CCOC)C(=O)CSCc2cccc(C)c2)c(=O)[nH]c1=O
  i, -1.7
> CCC(=O)N/N=C(\C)CC(=O)Nc1ccc2ccccc2c1
  i, -0.45
> COc1cccc(C(=O)N/N=c2\oc3c(OC)cccc3cc2C(=O)NCc2ccccc2)c1
  i, 0.39
> O=S(=O)(Cc1ccc(Cl)cc1)NCc1cccnc1
  i, 0.79
> CCNc1nc(NCC)nc(N2CC(=O)N(CC(=O)OCC)C2=N)n1
  i, -1.1
> CCOc1ccc(C(=O)CSc2nnc(C3CC3)n2C)cc1
  i, 0.21
> Cc1c(CCO)c(=O)[nH]n1S(=O)(=O)c1ccc(F)cc1
  i, -0.31
> c1ccc(Nc2ccccn2)cc1
  i, -1.7

(cont.)
Results follow in this order: KCNQ2 block, Kir21 inh
> Nn1c(SCC(=O)N2CCCc3ccccc32)nncc1=O
  i, 0.85
> CCOc1ccc(Nc2cc(Nc3ccccc3OCC)nc(C=C(C#N)C#N)n2)cc1
  i, -0.71
> CN(C)CCn1c(N)nc2ccccc21
  i, 1.2
> Cc1n[nH]c(=O)c2c(NC(=O)CSc3nn(-c4ccccc4)c(=S)s3)oc(C)c12
  i, 1.8
> COC(=O)c1nnn(-c2cc(Cl)cc(Cl)c2)c1C(=O)OC
  i, -0.6
> O=C(NCc1cccs1)C1CCCN1C(=O)Nc1ccc(F)cc1 (stereo not drawn)
  i, 2.2
> COc1ccccc1C1c2ccc3ccccc3c2Oc2ncn(CCN(C)C)c(=N)c21 (stereo not drawn)
  i, -5.2*
> O=C(NCCCO)c1cc2ccccc2[nH]1
  i, 0.04
> CCC(=O)Nc1c(C(=O)N2CCCCCC2)cnn1-c1ccc(C)c(C)c1
  i, 0.28
> COc1ccc(/C=N/NC(=O)c2nnn(-c3nonc3N)c2-c2cccs2)cc1OC
  i, -1.1
> CCOC(=O)C1=C[C@]2(CC)CCCN3CCc4c(n1c1ccccc41)[C@@H]32
  i, -1.1
> Cc1ccccc1OCC(=O)Nc1c2c(nn1C(C)(C)C)CS(=O)(=O)C2
  i, -0.49
> COc1ccc(N2C(=O)CC(S/C(N)=N/N=C(\C)c3cccs3)C2=O)cc1 (stereo not drawn)
  i, 2.1
> O=[N+]([O-])c1cc([N+](=O)[O-])c2c(=Nc3ccccc3)n(-c3ccccc3)n(O)c2c1
  -9.8*, -0.25
> CCN(CC(=O)Nc1c(F)cccc1F)C(=O)CNC(=O)COc1ccccc1
  i, 0.08
> CCOC(=O)c1ccccc1NC(=O)c1ccc(N(C)S(C)(=O)=O)cc1
  i, 1.7
> COc1ccc(-c2onc3ccc(Cl)cc23)cc1
  i, 0.68
> Cc1ccc(Nc2nnc(SCC(=O)Nc3ccc(S(=O)(=O)N4CCOCC4)cc3)s2)cc1
  i, -0.55
> CCOC(=O)C1=C(C)NC(=O)NC1
  i, -0.72
> Cc1ccc(/C=N\NC(=O)C2COc3cc4ccccc4cc3O2)o1 (stereo not drawn)
  i, 0.11
> CCN(Cc1ccncc1)C(=O)c1ccc(C)o1
  i, 2
> NC(=O)C1CCCN1 (stereo not drawn)
  i, 0.52
> Cc1ccc(N/C=C/c2onc(C)c2[N+](=O)[O-])cc1
  i, 0.05
> O=C(Nc1ccc(N2CCOCC2)cc1N1CCOCC1)c1cccs1
  i, -2.5
> O=C(COc1nsnc1N1CCOCC1)Nc1cccc(Cl)c1
  i, -1.4
> Cc1ccc2nc(SCC(=O)N/N=C/c3ccco3)cc(C)c2c1
  i, 0.87
> Cc1cc(NC2CCCCC2)n2c(n1)nc1ccccc12
  i, 1.1
> Cc1cnc(NC(=O)CSc2nnc(-c3ccncc3)n2C2CCCCC2)s1
  i, 0.98
> NC(=O)CC(NC(=O)c1ccc(Br)cc1)c1ccc(N2CCN(c3ccccc3)CC2)c([N+](=O)[O-])c1 (stereo not drawn)
  i, 0.63
> COC(=O)c1ccccc1NC(=O)C1CC(=O)N(c2ccc(C)cc2)C1 (stereo not drawn)
  i, -0.95
> COc1cccc(-c2csc(N3CCN(C(=O)NC45CC6CC(CC(C6)C4)C5)CC3)n2)c1
  i, 0
> CCCOC(=O)c1ccc(NC(=O)C2C3CCC(C3)C2C(=O)O)cc1 (stereo not drawn)
  i, -1.7
> O=C(NCCNc1ccnc2cc(Cl)ccc12)c1ccccc1F
  i, -1.9
> CCOP(=O)(c1ccc(N(C)C)cc1)C(O)c1ccc(OC)cc1 (stereo not drawn)
  i, -1.9
> O=S(=O)(NCCc1ccncc1)c1ccc(S(=O)(=O)N2CCCCCC2)cc1
  i, 0.9
> Cc1ccc(C(C)C)cc1OCC(=O)Nc1ccccc1N1CCCC1
  -8.3*, -3.7
> N=P(N1CCOCC1)(N1CCOCC1)C12CC3CC(CC(C3)C1)C2
  i, 0.16
> Cc1c(C(=O)OCC2CCCO2)[nH]c2c1C(=O)CC(c1ccco1)C2 (stereo not drawn)
  i, 2
> O=C(Nc1nnc(COc2ccc(F)cc2)s1)c1ccco1
  i, 1
> Oc1ccccc1-c1cc(-c2cccc(F)c2)n[nH]1
  i, -0.74
> CCCNC(=O)COC(=O)c1[nH]c(C)c(C(=O)OCC)c1C
  i, 2
> CCOc1ccccc1NC(=O)NNS(=O)(=O)c1ccc([N+](=O)[O-])cc1
  i, -0.87
> COc1ccc(-c2noc(-c3cc4ccccc4oc3=O)n2)cc1
  i, 0.11
> CCNC(=O)C12CCC(C)(C(=O)C1Br)C2(C)C (stereo not drawn)
  i, -0.04
> COc1ccccc1N1CC(C(=O)Nc2nnc(SCC(=O)N3CCCC3)s2)CC1=O (stereo not drawn)
  i, -0.3
> O=C(COc1ccc(Br)cc1)NC1CC1
  i, 0.89
> Cc1c(NC(=O)C23CC4CC(CC(Br)(C4)C2)C3)c(=O)n(-c2ccccc2)n1C
  i, 0
> CC(=O)c1ccc(N(C(=O)Cn2nnc3ccccc32)C(C(=O)NCc2ccccc2)c2ccccn2)cc1 (stereo not drawn)
  i, 0.98
> CCN(CC)C(=O)Cn1c(=O)n(Cc2ccc(F)cc2)c(=O)c2sccc21
  i, -1.7
> COC(=O)[C@H](Cc1ccccc1)NC(=O)NCC1CCCO1 (stereo partly drawn)
  i, 0.93
> CC(Sc1nccn1C)C(=O)Nc1ccc(C(N)=O)cc1 (stereo not drawn)
  i, -1.4
> CC(C)(C)n1nnnc1C(c1ccccn1)N1CCN(C(c2ccccc2)c2ccccc2)CC1 (stereo not drawn)
  i, -1.5
> COc1ccc(C(=O)N2CCN=C2SC)cc1OC
  i, 1.5
> COC(=O)Cn1nnc(-c2cccc(OC)c2)n1
  i, 0.17
> Cc1ccc(S(=O)(=O)NCCC(=O)Nc2ccncc2)cc1C
  i, -0.2
> O=C(CNC(=O)C(c1ccccc1)c1ccccc1)N/N=C/c1cccnc1
  i, -0.32
> C#Cc1ccc([C@H]2C=C(C(=O)N3CCN(Cc4ccccc4)CC3)O[C@@H](OCC)[C@@H]2CCCO)cc1
  i, -0.98
> CN(CC(=O)Nc1ccccc1N1CCOCC1)CC(=O)Nc1ccc(F)c(F)c1F
  i, 0.47
> CCOC(=O)c1nnn(-c2nonc2-n2cccc2)c1C
  i, -1.2
> O=C(Nc1ccc(S(=O)(=O)N2CCc3ccccc32)cc1)C(F)(F)F
  i, 0.37

(further entries)
Results follow in this order: KCNQ2 block, Kir21 inh
> CCn1c2ccccc2c2nnc(SCC(=O)Nc3ncccn3)nc21
  i, -0.8
> O=C(CCC1CCCCC1)Nc1cccnc1
  i, 1.7
> Cc1ccc(C2=NOC(C)(c3nnc(-c4cccc(Cl)c4)o3)C2)cc1 (stereo not drawn)
  i, 0.84
> Cc1ccc(C(C)C)c(OCC(=O)Nn2c(=O)[nH]c3ccccc3c2=O)c1
  i, -0.22

High-throughput results from PubChem BioAssay.
